Source: PubChem
FEN1 inhibitor: blocks human flap endonuclease 1. P39748. Recombinant FEN1 flap cleavage, fluorescence, 15 min. Potency, µM (series often up to 114 µM), for the others: top-dose activity change, negative = inhibition, most hits filed as inhibitors. 390,000 tested, 0.35% active. AID 588795; further: nearly all actives have a fitted effect of over 65% in size
Target sequence (P39748 whole entry, looked up): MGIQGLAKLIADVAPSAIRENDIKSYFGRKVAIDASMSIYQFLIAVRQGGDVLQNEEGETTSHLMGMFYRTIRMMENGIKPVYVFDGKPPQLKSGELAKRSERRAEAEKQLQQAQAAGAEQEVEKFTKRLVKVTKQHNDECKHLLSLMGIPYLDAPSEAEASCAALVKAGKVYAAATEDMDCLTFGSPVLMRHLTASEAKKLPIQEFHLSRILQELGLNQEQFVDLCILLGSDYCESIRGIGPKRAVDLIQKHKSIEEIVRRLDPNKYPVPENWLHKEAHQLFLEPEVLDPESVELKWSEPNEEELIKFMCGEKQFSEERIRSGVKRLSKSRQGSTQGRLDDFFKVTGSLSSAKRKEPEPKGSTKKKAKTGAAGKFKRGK
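With each library titrated from low to high concentration, compounds met 10 nM FEN1 for 15 min at room temperature before 50 nM substrate was added; readings at 0 and 15 min fed four-parameter Hill curve fits.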
TDP1 cell CPT: growth inhibition of DT40 Tdp1-/-;hTDP1 cells with camptothecin (screen for TDP1 inhibitors). 420,000 tested, 12% active. chicken DT40 Tdp1-/-;hTDP1 cells + 20 nM CPT, ATP luminescence, 48 h. Potency, µM (titrated, usually from 46.2 µM), inactives show at the highest dose activity change, negative = growth inhibition, most hits filed as inhibitors; further: nearly all actives have a fitted effect of over 55% in size
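Cell growth measured by CellTiter-Glo luminescence after a minimum 48 h, 37 C compound exposure with 20 nM CPT in Tdp1-knockout DT40 cells stably expressing hTDP1, seeded 400/well; qHTS titration format.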
N370S GC mod: N370S glucocerebrosidase modulation, Gaucher chaperone candidate; N370S GC spleen homogenate, 4MU-glucoside fluorescence; 330,000 tested, 0.092% active; P04062; Potency, µM (highest dose often 59.4 µM), for inactives: at the highest dose activity change, negative = inhibition, most hits filed as inhibitors;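 further: 0% = full enzyme activity and -100% = no enzyme basal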
* = called active by the depositor; u = inconclusive; x = no result given. The call rests on the fitted dose curve; in most records, active means well fitted curve in the direction sought with a large enough effect; inconclusive means small, poorly fitted or top-dose-only effect, or another doubt; inactive means no such curve, though single readings can be large; an effect the other way counts as inactive or inconclusive. Unless noted, on the % scale 0 is the no-effect control and ±100 the full control effect; potency means the concentration at half of the fitted maximal effect. Some of the compounds tested (hit frequency here may not be typical).

SMILES | FEN1 inhibitor | TDP1 cell CPT | N370S GC mod
COc1ccccc1-n1c(Cc2cccs2)n[nH]c1=S | 16% | 22% | -1%
CC(C)(C)OC(=O)N[C@H](/C=C/c1ccccc1)C(=O)OC(C)(C)C | -17% | u | x
O=C(NCCc1ccccc1Cl)c1ccc2nc3ccccc3c(=O)n2c1 | -3% | 15µM* | -5%
CCc1ccc2oc(C(=O)N3CCN(c4ccc(OC)cc4)CC3)cc(=O)c2c1 | 0% | 11% | 1%
CC1(C)CC(=O)c2cn3ncnc3nc2C1 | 6% | -5% | -3%
COc1ccc(-c2nnc(NC(=O)CS(=O)(=O)c3ccc(F)cc3)o2)cc1 | 4% | u | -16%
O=C1CCCc2c1cc(C(=O)Nc1ccc(Br)cn1)c(=O)n2-c1ccccc1 | u | -6% | 29%
COc1cc(NC(=O)c2cc3cc4ccc(OC)c(Cl)c4nc3s2)cc(OC)c1 | -2% | -27% | x
CN(CCc1ccccn1)Cc1ccc(Cl)c(Cl)c1 | -3% | -1% | 5%
COc1ccc(CNC(=O)c2nc(SCc3ccccc3F)ncc2Cl)cc1 | 16% | u | x
O=C(O)CCCC(=O)Nc1ccc(OCc2nc3ccccc3s2)cc1 | -20% | 10% | 14%
CCOc1ccc(C2CC(=O)n3nc(C45CC6CC(CC(C6)C4)C5)nc3S2)cc1OC (configuration not stated) | 5% | -2% | -4%
O=C(CNC1CCCCC1)NN=C(c1ccccc1)c1ccccc1 | -2% | u | -11%
O=C(O)COc1c(F)c(F)c(C(F)(F)F)c(F)c1F | 4% | 5% | 3%
C[C@@H]1NS(=O)(=O)c2cc(Cl)ccc2O[C@@H]1c1ccccc1 | -25% | -1% | x
CCCCn1c(N)c(N(CCOC)C(=O)c2ccc(Cl)c(S(=O)(=O)N3CCCC3)c2)c(=O)[nH]c1=O | 5% | 0% | 1%
CCOc1ccc(C2NC(=O)C(C#N)=C(S)N2c2ccc(OC)cc2)cc1OC (configuration not stated) | 5% | u | -26%
CC1(C(=O)Nc2cccc(Br)c2)Cc2ccccc2C(=O)O1 (configuration not stated) | 2% | 5% | x
COc1ccc(F)cc1C(=O)C1CCCN(C(=O)c2ocnc2C)C1 (configuration not stated) | 1% | -26% | -6%
COc1ccc(-c2nc3cc(C)ccn3c2NC(=O)c2ccc(F)cc2)cc1 | 1% | -7% | x
CCN1CCN(c2sc(S(C)(=O)=O)nc2S(=O)(=O)c2ccc(Cl)cc2)CC1 | -2% | u | -19%
COc1cc2c(cc1NC(=O)c1cc(-c3ccncc3)nc3ccc(C)cc13)oc1ccccc12 | -15% | 23µM* | -15%
COC(=O)C1C(=O)c2c([nH]c(C(=O)OC3CCCCC3)c2C)CC1C (configuration not stated) | -17% | u | -8%
CCC(=O)c1ccc(OCC(=O)N2CCN(S(=O)(=O)c3ccc(Cl)s3)CC2)cc1 | -13% | u | x
CC1CN(C(=O)CCC(=O)NCCc2ccccc2)c2ccccc2O1 (configuration not stated) | -3% | 7% | -8%

Some of the entries above, reformatted:
molecule	FEN1 inhibitor	TDP1 cell CPT	N370S GC mod
COC(=O)C1C(=O)c2c([nH]c(C(=O)OC3CCCCC3)c2C)CC1C (configuration not stated)	-17%	u	-8%
CCc1ccc2oc(C(=O)N3CCN(c4ccc(OC)cc4)CC3)cc(=O)c2c1	0%	11%	1%
O=C(O)CCCC(=O)Nc1ccc(OCc2nc3ccccc3s2)cc1	-20%	10%	14%

The listing picks up, repeating the 4 entries before the break.
SMILES | FEN1 inhibitor | TDP1 cell CPT | N370S GC mod
COc1cc2c(cc1NC(=O)c1cc(-c3ccncc3)nc3ccc(C)cc13)oc1ccccc12 | -15% | 23µM* | -15%
COC(=O)C1C(=O)c2c([nH]c(C(=O)OC3CCCCC3)c2C)CC1C (configuration not stated) | -17% | u | -8%
CCC(=O)c1ccc(OCC(=O)N2CCN(S(=O)(=O)c3ccc(Cl)s3)CC2)cc1 | -13% | u | x
CC1CN(C(=O)CCC(=O)NCCc2ccccc2)c2ccccc2O1 (configuration not stated) | -3% | 7% | -8%
O=C(CCS(=O)(=O)c1cc2c3c(c1)CCN3C(=O)CC2)NCc1ccc(Cl)cc1 | -3% | -5% | x
C/C(=N/N1CCN(Cc2ccccc2)CC1)c1ccc(Br)cc1 | 3% | -30% | 1%
CCCCOC(=O)Nc1ccccc1C(=O)N1CCCC1 | 4% | -1% | -8%
Cc1ccc(CNS(=O)(=O)c2ccc3c(c2)CCN3C(=O)C2CCC2)cc1 | 2% | u | 4%
COC(=O)C(CO)NC(=O)C1CCCN1C(=O)CNC(=O)OCc1ccccc1 (configuration not stated) | -14% | 4% | 2%
CN(Cc1ccccc1)c1ncnc2[nH]ncc12 | 0% | u | x
CCCOc1ccc(C(=O)O/N=C(\CC)c2ccc(C)cc2)cc1 | -7% | u | 12%
CC(=O)COc1ccc2c3c(c(=O)oc2c1C)CCCCC3 | 32% | 15µM* | 8%
CS(=O)(=O)N1CCN(c2ccc([N+](=O)[O-])c3cccnc23)CC1 | -2% | -5% | -7%
CCCCC(NC(C)=O)c1nc2ccccc2n1CCCC (configuration not stated) | 0% | 4.1µM* | -20%
O=C(OCC(=O)N(CCc1ccccc1)Cc1ccccc1)c1ccccc1[N+](=O)[O-] | -11% | u | -2%
COc1cc(Nc2nc3c(S(=O)(=O)c4cccc(Cl)c4)nnn3c3ccsc23)cc(OC)c1 | 20% | 9.2µM* | x
O=C(C1CCN(C2CCN(Cc3cccc4c3OCO4)CC2)CC1)N1CCOCC1 | 15% | 2% | -4%
COc1cc(CNc2ncc(-c3ccc(Br)cc3)n2C)cc(OC)c1O | 16% | -18% | -9%
COc1cc(-c2n[nH]c(=O)o2)cc(OC)c1OC | -3% | -2% | -4%
CCOC(=O)C1(Cc2ccccc2C)CCCN(C(=O)c2sccc2C)C1 (configuration not stated) | 1% | 18µM* | -3%
Cn1nc(-c2ccc(Cl)cc2)c2cc(C(=O)N3CCN(c4ccccn4)CC3)sc21 | 6% | 5.8µM* | 5%
CCN1CCCC1CNC(=O)CSc1cc(=O)n(CC)c2ccccc12 (configuration not stated) | 4% | -9% | 4%
COc1ncc2ncc(=O)n(CCc3ccccc3)c2n1 | x | -27% | 3%
O=C(NC(=S)Nc1ccc(C(F)(F)F)cc1)c1csnn1 | 9% | u | 6%
C=CCc1cccc(/C=N/n2cnnc2)c1O | 2% | -21% | u
O=C(Nc1ccc(Cl)cc1F)c1cccc2ccccc12 | -9% | u | 1%
CCOc1ccc(S(=O)(=O)/N=C(/Nc2ccc(OC)cc2)c2ccccc2)cc1 | -1% | -1% | u
O=C1Oc2ccccc2C(=O)/C1=C\N1CCN(c2ccccc2)CC1 | -11% | -3% | 7%
O=[N+]([O-])c1ccc2c(c1)N([O-])C1(CCCCC1)[N+]2=O | u | 26µM* | -7%

One compound at a time, as listed above:
Record of CCOc1ccc(S(=O)(=O)/N=C(/Nc2ccc(OC)cc2)c2ccccc2)cc1 = FEN1 inhibitor: -1%; TDP1 cell CPT: -1%; N370S GC mod: u
Record of COc1ncc2ncc(=O)n(CCc3ccccc3)c2n1 = FEN1 inhibitor: x; TDP1 cell CPT: -27%; N370S GC mod: 3%
Record of O=C1Oc2ccccc2C(=O)/C1=C\N1CCN(c2ccccc2)CC1 = FEN1 inhibitor: -11%; TDP1 cell CPT: -3%; N370S GC mod: 7%

The list goes on:
SMILES | FEN1 inhibitor | TDP1 cell CPT | N370S GC mod
CC(=O)NNC(=O)c1[nH]c2ccc(Br)cc2c1-c1ccccc1 | 13% | -19% | -6%
Cc1noc(C)c1COc1ccc(C(=O)Nc2ccccn2)cc1 | -11% | u | -2%
O=C(Nn1cnnc1)c1cc(Br)ccc1Cl | -6% | -3% | 2%
O=C(CSc1nc(-c2ccc(F)cc2)nc2c1Cc1ccccc1O2)Nc1cccc(C(=O)O)c1 | u | u | 8%
CCOC(=O)c1oc2cc(O)ccc2c(=O)c1-c1ccccc1OC | -2% | -25% | 10%
COc1cccc(CNC(=O)N2CCC(CN3CCC(C)CC3)CC2)c1 | 23% | 10% | x
CN(C)c1ccc(CNC(=O)C2CCN(Cc3cc4ccccc4n3Cc3ccccc3)CC2)cc1 | -1% | 16µM* | x
COc1ccc(C(=O)C2CCCN(Cc3ccc(NC(C)=O)cc3)C2)cc1OC (configuration not stated) | -2% | -14% | 4%
O=C(NC1(C(F)(F)F)C(=O)Nc2c1c(=O)[nH]c(=O)n2-c1ccc(F)cc1)c1cccnc1 (configuration not stated) | -3% | 4% | -4%
CCOc1cc(NS(=O)(=O)CC)c(OCC)cc1NC(=O)c1ccco1 | -7% | u | 0%
C/C(=N\Nc1cc(C)nc(-c2ccccc2O)n1)c1ccccc1O | u | -86% | -6%
Cc1nc(N2CCC(C)CC2)c2c(C)c(C(=O)Nc3cc(F)ccc3C)sc2n1 | 0% | u | u
COc1ccc(NC(=O)c2cc3ccccc3cc2O)cc1 | -12% | u | -1%
CC1CCCC(C)N1C(=O)Cn1cc(C#N)c2ccccc21 (configuration not stated) | 7% | -5% | -1%
Cc1cc(C)n2c(=S)[nH]nc2n1 | -1% | -6% | 8%
CCCC1NC(=S)NC(C)=C1C(C)=O (configuration not stated) | 6% | -7% | 10%
COc1ccc(CCNC(=O)c2ccc(Cn3c(=O)c4ccccc4n(Cc4cccc(Cl)c4)c3=O)cc2)cc1OC | 1% | 21µM* | x
CCCSc1nnc2c(n1)OC(c1cccn1C)N(C(C)=O)c1ccccc1-2 (configuration not stated) | -3% | -12% | 1%
CSc1ccc(S(=O)(=O)N2CCC(C(=O)NC3CC3)CC2)cc1 | 0% | -21% | 0%
Nc1nc2ccc(-c3nc4ccccc4o3)cc2s1 | -1% | -24% | 12%
OCCN(CCO)Cc1ccc(Br)cc1 | 8% | -27% | 0%
CCOc1ccc(NC(=O)Cn2cncc2-c2ccc([N+](=O)[O-])cc2)cc1 | -4% | -6% | -4%
N#Cc1ccccc1OCC(=O)N(C1CCCCC1)C1CCS(=O)(=O)C1 (configuration not stated) | -3% | -4% | 3%
CCOc1ccc2oc(=O)cc(CN3CCN(C(=O)c4ccc(Cl)cc4)CC3)c2c1 | 3% | u | x
CC(Sc1nc2c([nH]c3ccccc32)c(=O)n1C)c1ccccc1 (configuration not stated) | -11% | 12µM* | 13%

(next part)
SMILES | FEN1 inhibitor | TDP1 cell CPT | N370S GC mod
CC(=O)OC1C(OC(C)=O)N(C(C)=O)C(=O)N1C(C)=O (configuration not stated) | 10% | 5% | -14%
OC(COc1ccc2ccccc2c1)Cn1ccnc1 (configuration not stated) | 8% | -16% | 0%
N#C/C(=C\c1ccccc1)c1nc(-c2cc3c(ccc4ccccc43)oc2=O)cs1 | 11% | -11% | x
O=C(Nc1ccc(Cl)cc1C(=O)Nc1ccncc1)c1ccco1 | -15% | -24% | u
Cc1c(OCC(=O)NCCN2CCOCC2)ccc2c1oc(=O)c1ccccc12 | -13% | u | 10%
CCC(=O)N1c2ccccc2CC1C(=O)NCCc1ccc(C)cc1 (configuration not stated) | -7% | u | x
CCN(CC(=O)NCc1ccc(F)cc1)C(=O)COc1ccc2ccccc2c1 | 1% | u | -4%
CC(=O)Nc1ccc(NC(=O)c2cc3c(=O)n(Cc4cccnc4)ccc3nc2C)cc1 | -4% | -5% | x
CC(OC(=O)CC1CCCCC1)C(=O)Nc1ccc(S(N)(=O)=O)cc1 (configuration not stated) | -3% | 10% | -19%
O=C(CCn1c(=O)c2ccccc2n(Cc2ccc(Cl)cc2)c1=O)NCc1ccc2c(c1)OCO2 | 14% | -29% | x
O=C(CSc1ccccn1)Nc1ccc2c(c1)CCC2 | 9% | -11% | 0%
O=C(Nc1ccc(Cl)cc1)c1cc(S(=O)(=O)Nc2ccccn2)ccc1Cl | -2% | u | -5%
COC(=O)C1=C(C)NC(=S)NC1c1ccc(OCC(=O)N2CC(C)OC(C)C2)c(OC)c1 (configuration not stated) | 5% | -17% | x
CCCOc1ccc(-c2c(C(=O)N/N=C/c3ccsc3)nnn2-c2nonc2N)cc1 | -3% | -2% | -4%
Cc1cccc(C(=O)OCC(=O)Nc2ccccc2C(=O)NC2CC2)c1 | 12% | -26% | x
COc1ccc(-c2nnc(SCC(=O)Nc3ccc(C(C)=O)cc3)nc2-c2ccc(OC)cc2)cc1 | 5% | 12µM* | x
Oc1cnn(-c2ccccc2)c1 | 1% | u | 1%
O=C(NCc1ccccc1CN1CCCC1)c1cccc(S(=O)(=O)N2CCOCC2)c1 | -2% | -4% | x
NC1=NC[C@H](c2ccccc2)N1CC1CCCCC1 | 16% | 13µM* | x
CCn1c(C)c(C(C)=O)cc(C#N)c1=O | 2% | 0% | 11%
CCCCn1c(N)c(N(Cc2ccccc2OC)C(=O)C(C)C)c(=O)[nH]c1=O | 5% | -4% | -3%
Cn1nc([N+](=O)[O-])nc1Sc1cccc2cccnc12 | 2% | 6.5µM* | -12%
O=C(NCCc1ccccn1)c1ccc2nc(Cc3ccccc3F)oc2c1 | -1% | u | -3%
Cc1ccn2cc(C(=O)Nc3cccc(C(=O)NC4CC4)c3)nc2c1 | -9% | u | -12%
CC1Sc2ccc(S(=O)(=O)N3CCC(C(=O)N(C)Cc4ccco4)CC3)cc2NC1=O (configuration not stated) | -8% | 15µM* | -4%
